Compound activity from PubChem.
DNA FID counter = counter-screen for HCV NS3 helicase inhibitors: DNA intercalator displacement | inhibition, % at 7.9 µM | 0.17% of 290,000 active | DNA fluorescent intercalator displacement, fluorescence | AID 1845; in the data active = inhibition above about 37%;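 also: 0% = vehicle and 100% = reference compound; higher means more ethidium bromide displaced from hairpin DNA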
PHOSPHO1 block = blocks human PHOSPHO1 phosphatase activity | Q8TCT1 | recombinant PHOSPHO1, absorbance phosphatase assay | inhibition, % at 13.3 µM | 1.1% of 290,000 active | AID 1565; in the data active = inhibition above about 60%
Target sequence (Q8TCT1 whole entry, looked up): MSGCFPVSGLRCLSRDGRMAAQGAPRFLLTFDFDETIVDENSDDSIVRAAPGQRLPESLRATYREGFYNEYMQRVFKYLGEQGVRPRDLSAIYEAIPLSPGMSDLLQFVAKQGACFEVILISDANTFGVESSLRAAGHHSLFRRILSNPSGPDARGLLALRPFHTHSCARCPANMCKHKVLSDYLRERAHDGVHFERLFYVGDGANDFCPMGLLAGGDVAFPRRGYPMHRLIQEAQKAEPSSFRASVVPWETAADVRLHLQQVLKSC
OXTR ag = agonists of human oxytocin receptor. P30559. 0.32% of 320,000 active. CHO-OTR cells, Fluo-8 calcium fluorescence; normalized: DMSO 0%, oxytocin 100%. activation, % at 3 µM. AID 2435;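 active = activation above the mean of all tested compounds plus 3 SD, cutoff set per screening run, cut at about 20% in these data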;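 also: peak over basal fluorescence ratio from a 100 s FLIPR kinetic read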
MEKK3 PB1 HTS = MEKK3-MEK5 PB1 interaction, increase or decrease. Q99759. bead-based flow cytometry, Alexa488-MEK5 binding to MEKK3; actives lie on both sides; 0 = blocked by unlabeled MEK5, 100 = vehicle. binding response (% of control), % at 10 µM. 1.4% of 290,000 active. AID 1529;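 active = binding response more than 3 SD above or below the average of its plate-row segment, actives on both sides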;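 also: Alexa488 bead fluorescence after subtracting the streptavidin-only scavenger bead signal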
Target sequence (Q99759 whole entry, looked up): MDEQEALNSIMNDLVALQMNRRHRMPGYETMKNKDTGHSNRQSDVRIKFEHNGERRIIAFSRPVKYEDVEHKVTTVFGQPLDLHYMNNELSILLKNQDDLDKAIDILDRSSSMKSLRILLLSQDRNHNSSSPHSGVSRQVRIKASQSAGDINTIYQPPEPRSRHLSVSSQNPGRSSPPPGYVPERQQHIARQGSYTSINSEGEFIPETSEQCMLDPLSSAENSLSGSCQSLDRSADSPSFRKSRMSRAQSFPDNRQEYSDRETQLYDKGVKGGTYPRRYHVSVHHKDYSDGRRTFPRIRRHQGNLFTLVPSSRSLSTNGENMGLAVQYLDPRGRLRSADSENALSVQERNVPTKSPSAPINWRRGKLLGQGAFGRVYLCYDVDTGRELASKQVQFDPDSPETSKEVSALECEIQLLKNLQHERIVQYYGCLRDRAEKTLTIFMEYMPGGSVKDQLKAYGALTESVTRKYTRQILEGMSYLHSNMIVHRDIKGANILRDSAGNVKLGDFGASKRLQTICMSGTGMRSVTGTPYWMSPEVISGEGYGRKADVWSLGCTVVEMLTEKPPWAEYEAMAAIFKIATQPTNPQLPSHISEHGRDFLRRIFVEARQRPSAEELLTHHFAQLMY
MEKK2wt PB1 HTS = raises or lowers MEK5 binding to wildtype human MEKK2 PB1 domain. bead flow cytometry, Alexa488-MEK5 binding to MEKK2 WT; actives lie on both sides. Q9Y2U5. binding response (% of control), % at 10 µM. 1.1% of 290,000 active; in the data active = binding response below about 67% or above about 130%
MEKK2mut PB1 HTS = signal of MEK5 binding to mutant human MEKK2 PB1 domain | percent response, % at 10 µM | bead flow cytometry, Alexa488-MEK5 binding to MEKK2 mutant | 0.35% of 290,000 active; in the data active = percent response above about 24%, passing the limit was not always enough; also: inactives centre near 1; some results filed as inactive read as strong as hits; reference of the scale not given here
NALP1 inh = NALP1 inhibition; S. cerevisiae NALP1/ASC/caspase-1 growth, X-gal OD620, 72 h; inhibition, % at 10 µM; 0.61% of 280,000 active; in the data active = inhibition mostly above about 24%, no sharp cut-off; inactive = mostly below about 32%; also: some compounds called inactive have numbers as strong as hits
GPR7 antagonist = antagonists of human GPR7 (neuropeptides B/W receptor 1) | P48145 | GPR7-expressing cells, fluorescence antagonist assay | inhibition, % at 4.4 µM | 1.1% of 290,000 active | AID 1861; in the data active = inhibition above about 16%, passing the limit was not always enough;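 also: cells stimulated with the agonist NPW; 0% = agonist with vehicle and 100% = vehicle without agonist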
PfM18AAP inh = PfM18AAP enzyme inhibition; inhibition, % at 7.35 µM; recombinant PfM18AAP, H-Glu-NHMec fluorogenic cleavage; 1.2% of 290,000 active;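 active = inhibition above the campaign mean inhibition over all tested compounds plus 3 SD, cut at about 28% in these data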;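 also: 0% = plate median of test compound wells and 100% = 2 mM ZnCl2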
Active calls of the source: *; · = no result given; [ ] = remark or other dose. An unsorted share of the library; 6.2% or so of the library scored in one or more.

SMILES	DNA FID counter	PHOSPHO1 block	OXTR ag	MEKK3 PB1 HTS	MEKK2wt PB1 HTS	MEKK2mut PB1 HTS	NALP1 inh	GPR7 antagonist	PfM18AAP inh
Cc1cccc(C)c1N=C1NN=C(c2ccccc2F)CS1	-14.9	6.1	0.0	103.0	100.0	2.0	12.3	-9.1	10.9
CN(C)S(=O)(=O)N(CC(=O)N1CCOCC1)c1ccccc1	8.5	-11.4	0.2	103.0	102.0	2.0	4.6	-1.0	4.2
O=C(NCCCn1ccnc1)c1cccc(S(=O)(=O)Nc2ccccc2F)c1	-0.3	-6.1	-0.4	87.0	87.0	-5.0	-15.4	2.5	2.6
Cc1ccc(S(=O)(=O)N2CCCC2C(=O)OCc2ccccc2)cc1 (stereo unspecified)	-23.6	-18.2	-2.0	95.0	102.0	-1.0	38.2	-11.4	-2.5
CCN(C(=O)COC(=O)COc1ccc2c(C)cc(=O)oc2c1)C1CCS(=O)(=O)C1 (stereo unspecified)	-0.2	32.2	1.1	111.0	106.0	-2.0	8.9	-17.2	1.1
CC(=O)c1c(C)[nH]c(C(=O)Nc2cccc(C)c2C)c1C	-8.4	47.4	1.9	103.0	98.0	-2.0	-15.7	-5.8	5.5
CC1CCN(C(=O)c2scc3c2OCCO3)CC1	-15.4	12.9	-1.9	94.0	100.0	0.0	2.4	2.2	2.2
Cc1ccc(NNc2c(C)nc3ccccc3nc2=O)cc1	-8.1	48.4	-2.9	114.0	103.0	5.0	17.5	-0.3	-5.3
CN=c1scc(C)n1/N=C/c1ccc(O)cc1	1.8	6.4	0.8	101.0	107.0	7.0	20.9	9.4	16.5
CCc1ccc(-c2cc(C(=O)NCc3ccco3)c3ccccc3n2)s1	-8.4	33.8	-1.4	·	·	·	2.0	-7.2	11.1
CCOC(=O)c1c(C)oc2c1c1c(c3ccccc32)OCN(Cc2ccccn2)C1	-9.3	-58.7	-2.3	108.0	114.0	21.0	-1.2	-12.8	-35.0
CCOc1ccc(CN(C)C(=O)c2cccnc2SC)cc1OC	-21.6	21.9	1.2	99.0	98.0	-2.0	-0.9	-8.1	-11.4
CCCOc1ccc(-c2c(C(=O)N/N=C/c3ccc(OCC)cc3)nnn2-c2nonc2N)cc1	-2.2	6.6	0.9	125.0	105.0	0.0	11.8	-6.2	-5.5
CCN(CC(=O)Nc1ccc(C)c(F)c1)CC(=O)NC(C)C	-8.4	18.8	0.3	69.0	69.0	-11.0	18.1	12.1	-12.9
O=S1(=O)N[C@@H](CC2=CCCCC2)C2CCCCC2O1 (stereo partly specified)	-16.1	-13.0	-2.5	109.0	107.0	0.0	23.1	-9.2	-8.1
NC(N)=NS(=O)(=O)c1ccc(NC(=S)NC(=O)/C=C/c2ccco2)cc1	-1.7	-1.3	0.8	101.0	104.0	18.0	6.9	-0.8	5.7
Cc1nc(N/N=C/c2ccccc2)nc(N(C)c2ccccc2)c1[N+](=O)[O-]	-1.4	1.3	-2.0	101.0	101.0	1.0	-2.2	-18.0	2.5
COc1ccc(Br)cc1CN(C)CC(=O)NCc1ccc(F)cc1	-2.3	15.0	-2.4	103.0	112.0	4.0	7.9	1.5	5.5
COc1ccc(C(C#N)N2N=C(c3ccccc3)CC2c2ccccc2)cc1OC (stereo unspecified)	-3.8	-2.0	-2.3	77.0	96.0	-1.0	31.6	-0.9	-0.8
O=C(O)CCNc1cc(N2CCN(C(=O)c3ccco3)CC2)c2noc3c2c1C(=O)c1ccccc1-3	-13.2	27.0	0.5	63.0*[inhibitor]	48.0*[inhibitor]	-17.0	4.6	-10.5	34.6*
Cc1nn(CC(=O)NCCc2cccs2)c(=O)c2cc3ccccc3n12	-17.4	16.9	-0.9	102.0	104.0	3.0	6.9	-5.5	-2.6
CCn1c(=O)c(C(=O)CN2CC(C)OC(C)C2)c(N)n(Cc2ccccc2)c1=O (stereo unspecified)	-7.8	-5.9	-0.3	101.0	102.0	2.0	-3.3	-5.2	-3.7
CN(C(=O)CCN1C(=O)S/C(=C\c2ccccc2)C1=O)C1CCS(=O)(=O)C1 (stereo unspecified)	-15.3	52.8	6.3	98.0	100.0	-1.0	26.8	-1.7	4.6
CCc1ccccc1NC(=O)CSc1ncn[nH]1	0.9	-7.5	-0.5	94.0	96.0	-7.0	17.3	-3.0	9.2
Cn1c(SCC(=O)Nc2ccc(C(N)=O)cc2)nnc1-c1cccs1	-6.0	14.4	1.3	98.0	97.0	3.0	6.9	-2.6	-10.2

Reprinted at random: 5 records from the list, in no set order.
SMILES	DNA FID counter	PHOSPHO1 block	OXTR ag	MEKK3 PB1 HTS	MEKK2wt PB1 HTS	MEKK2mut PB1 HTS	NALP1 inh	GPR7 antagonist	PfM18AAP inh
Cn1c(SCC(=O)Nc2ccc(C(N)=O)cc2)nnc1-c1cccs1	-6.0	14.4	1.3	98.0	97.0	3.0	6.9	-2.6	-10.2
Cc1cccc(C)c1N=C1NN=C(c2ccccc2F)CS1	-14.9	6.1	0.0	103.0	100.0	2.0	12.3	-9.1	10.9
CCc1ccc(-c2cc(C(=O)NCc3ccco3)c3ccccc3n2)s1	-8.4	33.8	-1.4	·	·	·	2.0	-7.2	11.1
CN(C(=O)CCN1C(=O)S/C(=C\c2ccccc2)C1=O)C1CCS(=O)(=O)C1 (stereo unspecified)	-15.3	52.8	6.3	98.0	100.0	-1.0	26.8	-1.7	4.6
Cc1nn(CC(=O)NCCc2cccs2)c(=O)c2cc3ccccc3n12	-17.4	16.9	-0.9	102.0	104.0	3.0	6.9	-5.5	-2.6

Continued.
SMILES	DNA FID counter	PHOSPHO1 block	OXTR ag	MEKK3 PB1 HTS	MEKK2wt PB1 HTS	MEKK2mut PB1 HTS	NALP1 inh	GPR7 antagonist	PfM18AAP inh
CCOc1ccc(NC(=O)CSC(N)=O)cc1	-6.9	41.3	-1.0	100.0	101.0	5.0	8.6	4.3	12.3
CCOc1ccc(OCCC(=O)OCC(=O)NCc2ccccc2)cc1	-29.1	37.6	-1.5	96.0	99.0	5.0	-0.6	-6.8	2.4
COc1ccc2[nH]c3ccccc3c2c1	3.2	18.1	-2.2	·	·	·	27.4	5.8	7.9
O=C(CCCC1=NS(=O)(=O)c2ccccc2N1)OCc1ccc(Cl)cc1	-20.2	35.5	15.9	104.0	100.0	2.0	18.8	5.7	-4.1
CC(=O)Nc1cccc(NC(=O)CCCC(=O)O)c1	3.7	6.6	1.0	102.0	107.0	1.0	-1.5	3.4	0.0
CCC(=O)NC(=S)Nc1ccc(Cl)cn1	2.7	40.7	-0.8	104.0	107.0	7.0	2.5	19.7	2.0
CCC1(c2ccccc2)NC(=O)N(CC(=O)N(C)CC(=O)Nc2c(C)cccc2C)C1=O (stereo unspecified)	-20.1	17.4	0.5	97.0	104.0	4.0	7.0	-4.7	-8.4
CCOC(=O)/C(C#N)=C/Nc1ccsc1C(C)=O	-5.8	3.1	-2.3	102.0	109.0	4.0	15.0	-12.2	3.2
CCOc1ccc(CCNC(=O)COC(=O)c2ccc(OC)c(OC)c2OC)cc1OCC	-31.5	47.6	-0.4	104.0	99.0	3.0	1.2	-14.0	6.3
CC1(C)C2CCC1(C)C(NC1=NCCC1)C2 (stereo unspecified)	-1.5	-29.9	0.6	104.0	108.0	3.0	9.0	4.4	-9.9
Cc1coc2c1c(C)cc1oc(=O)c(CC(=O)N[C@H](C(=O)O)C(C)C)c(C)c12	-27.4	18.5	-0.6	104.0	103.0	5.0	14.1	-1.1	2.5
Cc1ccc(CNC(=O)c2nnn(CC(=O)Nc3cccc(C)c3C)c2N)cc1	-11.8	37.5	0.4	101.0	101.0	1.0	19.9	-1.4	-4.4
CCC(=O)OCC(=O)N=c1sccn1Cc1ccc(C)cc1	-22.5	19.8	-0.3	103.0	109.0	5.0	-0.2	-15.2	-1.8
CC(C)CC(=O)O/N=C1\C(=O)N(c2ccccc2)c2ccccc21	-4.8	28.4	-2.0	104.0	103.0	7.0	-0.2	-5.8	2.1
CC(=O)n1cc([C@H]2C=C(C(=O)N3CCN(Cc4ccc5c(c4)OCO5)CC3)O[C@@H](OCc3ccc(CO)cc3)C2)c2ccccc21	-21.7	-36.1	5.1	111.0	117.0	12.0	-9.0	-8.3	5.2
Fc1cccc(Cc2noc(CN3CCOCC3)n2)c1	-2.8	21.9	0.4	105.0	104.0	8.0	-1.9	-4.6	-0.4
COc1ccc(N(CC(=O)N2CCN(c3cccc(C)c3C)CC2)S(=O)(=O)c2c(C)noc2C)cc1	-45.4	54.3	-0.7	98.0	96.0	-1.0	7.5	-3.6	0.7
CC1CC(C)(C)NC(=S)N1CCCC(=O)Nc1ccc(F)cc1 (stereo unspecified)	-8.4	20.2	-0.6	106.0	101.0	2.0	-8.5	-6.6	-1.4
CN(C)CCOCCOc1ccccc1-c1ccccc1	11.1	37.9	1.1	112.0	121.0	11.0	26.8	-7.0	10.4
O=C(Cc1ccccc1)Nc1cccc(-c2nnc(-c3ccco3)o2)c1	-0.3	15.3	-0.9	105.0	107.0	10.0	2.2	6.7	-1.8
COc1ccc(NC(=O)c2cnc(SC)n2-c2ccc(F)cc2)c(OC)c1	-36.0	31.9	-0.5	94.0	91.0	-10.0	15.1	5.7	-0.8
CN(C)C(CNC(=S)Nc1cccc(Cl)c1)c1cccnc1 (stereo unspecified)	1.0	-3.9	0.6	101.0	96.0	0.0	11.2	0.8	0.4
CC(C)C(C(=O)NCC1CCCO1)N(Cc1ccco1)C(=O)CNS(=O)(=O)c1ccc(F)cc1 (stereo unspecified)	-26.0	21.8	-0.6	96.0	94.0	-7.0	3.4	-7.4	1.4
O=C(c1ccc2c(c1)OCO2)N1CCN=C1SCc1cccnc1	-4.1	12.6	0.8	111.0	112.0	5.0	26.2	7.6	4.3
Cc1cccc2cc(C#N)c(NCCCNS(=O)(=O)c3ccc(Cl)cc3)nc12	-3.2	29.8	0.2	93.0	89.0	-11.0	·	-18.8	11.6
SMILES	DNA FID counter	PHOSPHO1 block	OXTR ag	MEKK3 PB1 HTS	MEKK2wt PB1 HTS	MEKK2mut PB1 HTS	NALP1 inh	GPR7 antagonist	PfM18AAP inh
CCOC(=O)c1ccccc1NC(=O)Cn1cnc2c1c(=O)n(C)c(=O)n2C	-8.5	12.9	-0.4	97.0	100.0	5.0	-0.9	5.2	-2.9
O=C(Nc1ccc(Cl)c(Cl)c1)Nc1ccon1	2.1	47.9	10.6	101.0	105.0	4.0	22.9	35.2*	-10.2
c1ccc2nc(N3CCN(Cc4ccc5c(c4)OCO5)CC3)cnc2c1	-8.2	11.9	1.0	98.0	104.0	1.0	-2.8	1.9	-8.8
NS(=O)(=O)c1cc(C(=O)OCC(=O)c2ccccc2)c(Cl)cc1Cl	-0.5	35.4	11.2	90.0	87.0	-14.0	12.7	21.8*	-0.1
O=C(O)C1CCN(Cc2ccccn2)CC1	-0.7	8.8	0.0	93.0	89.0	-5.0	8.3	-5.9	7.6
CC(c1ccccc1)N1C(=O)c2ccc(C(=O)NCc3ccco3)cc2C1=O (stereo unspecified)	-13.9	-10.8	·	95.0	96.0	-5.0	7.5	-10.7	0.3
COc1ccc(C)cc1NC(=O)C(=O)NCc1ccncc1	-4.0	15.9	-1.2	100.0	106.0	5.0	8.1	-9.6	0.2
CN(C)c1ccc(C(=O)N(Cc2ccccc2)Cc2ccccc2)cc1	-34.8	44.0	-1.5	103.0	102.0	2.0	4.7	-7.6	1.3
COc1ccccc1N1CC(C(=O)Nc2nnc(SCC(=O)NC(C)C)s2)CC1=O (stereo unspecified)	-22.6	-84.3	0.9	100.0	107.0	4.0	19.6	-8.1	-13.1
COc1ccc(CN(N=O)C2CC(=O)N(c3ccc(OC)cc3)C2=O)cc1 (stereo unspecified)	-10.2	19.7	0.3	101.0	102.0	4.0	-9.4	1.3	9.2
CC(=O)Nc1ccc(S(=O)(=O)Nc2nc3ccccc3nc2Nc2ccc(O)cc2)cc1	-3.5	40.3	0.1	106.0	100.0	12.0	7.2	-8.9	-52.1
NS(=O)(=O)c1ccc(NC(=O)N[C@@H](Cc2ccccc2)C(=O)O)cc1	6.0	-4.7	·	96.0	100.0	5.0	18.6	-16.1	-0.7
